Bioassay records deposited in PubChem by several laboratories.
HTR5A ag ctr = HTR5A agonism, opioid heterodimer counter-screen | HTR5A agonist assay, luminescence, cell-based | 0.61% of 340,000 active | activation, % at 9.3 µM; in the data active = activation mostly above about 9.5%, no sharp cut-off; inactive = mostly below about 7.6%;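 also: 0% = cells with vehicle only and 100% = reference agonist; strong numbers were not always called active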
OPRM1-OPRD1 ag = OPRM1-OPRD1 heterodimerization agonism; cells, luminescence; activation, % at 9.3 µM; 0.3% of 340,000 active; AID 504326; in the data active = activation above about 18%;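 also: 0% = vehicle-treated cells and 100% = reference agonist; values of inactives mirror those of a sister screen read the other way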
Target sequence (P35372 whole entry, looked up): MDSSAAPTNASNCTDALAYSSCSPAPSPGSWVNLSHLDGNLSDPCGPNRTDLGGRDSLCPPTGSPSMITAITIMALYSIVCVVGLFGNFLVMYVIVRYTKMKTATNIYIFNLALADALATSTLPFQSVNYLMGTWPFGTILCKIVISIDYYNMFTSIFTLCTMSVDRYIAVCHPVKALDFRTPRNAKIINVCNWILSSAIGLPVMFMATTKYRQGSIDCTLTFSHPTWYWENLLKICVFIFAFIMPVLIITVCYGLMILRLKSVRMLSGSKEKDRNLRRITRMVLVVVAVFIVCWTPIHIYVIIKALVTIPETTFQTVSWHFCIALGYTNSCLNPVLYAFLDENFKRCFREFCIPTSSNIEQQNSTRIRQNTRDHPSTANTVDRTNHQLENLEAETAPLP
Target sequence (P41143 whole entry, looked up): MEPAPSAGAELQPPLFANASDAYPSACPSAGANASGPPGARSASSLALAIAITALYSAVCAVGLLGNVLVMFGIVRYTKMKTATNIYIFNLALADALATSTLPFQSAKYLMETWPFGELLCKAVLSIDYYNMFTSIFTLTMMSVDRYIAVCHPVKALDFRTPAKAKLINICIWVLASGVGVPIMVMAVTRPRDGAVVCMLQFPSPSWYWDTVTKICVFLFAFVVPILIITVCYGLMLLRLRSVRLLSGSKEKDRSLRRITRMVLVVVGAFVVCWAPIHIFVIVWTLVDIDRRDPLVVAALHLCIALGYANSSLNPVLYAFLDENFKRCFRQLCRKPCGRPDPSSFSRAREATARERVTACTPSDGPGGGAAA
DAGLB inh = diacylglycerol lipase beta (human) inhibition; inhibition, % at 5.17 µM; AID 504411; HEK293T DAGLB membrane lysate, EnzChek fluorogenic substrate; 0.059% of 340,000 active; in the data active = inhibition above about 34%;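 also: 0% = enzyme with vehicle and 100% = wells lacking enzyme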
HTR5A inv ag = inverse agonist of human HTR5A in OPRM1-OPRD1 counter-screen; inhibition, % at 9.3 µM; HTR5A cell line, luminescence, inverse agonism; 0.083% of 340,000 active; P47898; in the data active = inhibition mostly above about 23%, no sharp cut-off; inactive = mostly below about 18%;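 also: 0% = cells with DMSO and 100% = no-cell wells with DMSO; some compounds called inactive have numbers as strong as hits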
DSG3 Ab inh = blocks pemphigus antibody binding to human desmoglein-3; 0.48% of 310,000 active; AID 588358; DSG3-coupled beads, scFv-anti-DSG3-GFP binding, flow cytometry; hits give low values; binding (percent of control), % at 10 µM;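 active = binding more than 3 SD below its plate's average and above zero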;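 also: hits lower antibody fragment binding to DSG3; some compounds called inactive have numbers as strong as hits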
V-ATPase pHluor = alters yeast V-ATPase proton transport. S. cerevisiae, pHLuorin cytosolic pH fluorescence. response, % at 10 µM. 0.37% of 350,000 active. AID 504577; in the data active = response mostly above about 7.3%, no sharp cut-off; inactive = mostly below about 5.4%; also: actives read high; inactives centre near 0; some compounds called inactive have numbers as strong as hits; reference of the scale not given here
PKA-R1A activ = activators of PKA-R1A complex. P00514+P68181. PKA-R1A dissociation, Cy5-IP20 fluorescence polarization; scaled: DMSO 0%, 113 µM cGMP 100%. activation, % at 11.4 µM. 0.083% of 340,000 active. AID 504707;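 active = percent activation above the mean of all tested compounds plus 3 SD, cut at about 19% in these data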;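 also: higher means more PKAc released from R1A so a rise in polarization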
MOR-DOR inv ag = inverse agonist of human OPRM1-OPRD1 heterodimerization; cell-based MOR-DOR heterodimer luminescence, inverse agonism; AID 504357; P35372+P41143; 0.21% of 340,000 active; inhibition, % at 9.3 µM; in the data active = inhibition above about 22%, passing the limit was not always enough;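 also: 0% = cells with DMSO and 100% = wells without cells with DMSO; values of inactives mirror those of a sister screen read the other way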
Arr AP2 block = human beta-arrestin and AP2 interaction inhibition; inhibition, % at 10 µM; AID 504490; 0.31% of 340,000 active; FITC-arrestin peptide / GST-AP2 beads, flow cytometry; AP2 beta2 appendage carries R879A mutation;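 active = inhibition above a set limit, near 3 SD of compounds lacking own fluorescence, cut at about 54% in these data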;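 also: plate controls were DMSO wells for no effect and 5 µM unlabelled arrestin peptide for full effect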
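Material – GST-tagged AP2 beta2-adaptin appendage (R879A) on 4 µm glutathione beads · Probe or stimulus – fluorescein-tagged arrestin peptide at 50 nM final · Timing – 12 min plus 1 h, RT · Detection – bead flow cytometry, FITC channel · Read-out basis – inhibition as reduced fluorescein signal on beads, percent · Medium – PBS plus Tween 20 (0.05%) and BSA (0.1%)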
PKA-R2B act = activates the human PKA-R2B holoenzyme complex; AID 504700; P22694+P31323; PKA-R2B holoenzyme dissociation, Cy5-IP20 fluorescence polarization; R2B truncated from residue 108, S112A mutant; 0% DMSO only, 100% 113 µM cGMP; activation, % at 11.4 µM; 0.079% of 340,000 active;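 active = activation above a cutoff set at the mean over all compounds plus 3 SD, cut at about 18% in these data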;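 also: higher means more holoenzyme dissociation and a rise in polarization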
* = called active by the depositor; / = no result given.

SMILES	MOR-DOR inv ag	V-ATPase pHluor	HTR5A inv ag	Arr AP2 block	HTR5A ag ctr	PKA-R2B act	OPRM1-OPRD1 ag	DAGLB inh	PKA-R1A activ	DSG3 Ab inh
COc1ccc(-n2nc(C(=O)NCC(=O)NCC3COc4ccccc4O3)c3ccccc3c2=O)cc1 (stereo not drawn)	-6	2	9	19	-3	-1	1.2	0	0	112
O=C(OCc1cccc(C(F)(F)F)c1)c1cc(S(=O)(=O)N2CCOCC2)ccc1F	-36	3	-26	13	10	-11	6.5	-6	-10	125
COc1ccc(CNC(=O)C2CCN(S(=O)(=O)c3c(C)n[nH]c3C)CC2)cc1	1	-1	-5	17	-2	2	-0.4	-4	-6	93
CC1CCCCC12NC(=O)N(CC(=O)N1CCc3ccccc31)C2=O (stereo not drawn)	3	3	8	-8	-3	-4	-0.7	0	1	98
CCOC(=O)C1(Cc2ccccc2C)CCCN(C(=O)CN2CCCCC2=O)C1 (stereo not drawn)	13	5	-14	10	4	2	-2.9	0	-1	104
CSc1nc(N)c2c(n1)N(C)C=NS2(=O)=O	13	1	-5	-15	1	2	-2.5	-1	5	91
O=C(O)CC(NC(=O)C12CC3CC(CC(C3)C1)C2)c1cccc(Cl)c1 (stereo not drawn)	15	3	7	-8	-2	-8	-2.8	-1	8	87
Cc1nn(C2CCS(=O)(=O)C2)c2nc(C3CC3)cc(C(=O)Nc3ccc(C(N)=O)cc3)c12 (stereo not drawn)	-6	0	-5	3	4	9	0.9	0	7	104
O=C1CCCCN1CCC(=O)N1CCCC(Nc2ccccc2)C1 (stereo not drawn)	5	-4	-24	26	1	-3	-1.1	-1	-10	/
COc1ccc(/C=N\NC(=O)COc2ccc(C(C)(C)C)cc2)cc1Cn1nc(C)cc1C	-190	-5	-11	-3	4	-6	45*	2	-8	/
Cc1ccc(C)c(OCCNc2ncccc2[N+](=O)[O-])c1	-10	0	-5	19	1	7	2.0	-7	4	101
CSc1nc2cc(S(=O)(=O)N3CCOCC3)ccc2s1	-1	19*	11	2	-3	2	0.2	-1	3	105
COc1cccc(CNC(=O)CCNC(=O)Cn2ccc3ccccc3c2=O)c1	11	1	-33	-2	0	-6	-1.9	1	-5	99
O=c1[nH]c(=O)n(-c2ccc(F)cc2)c2c1C(C(F)(F)F)(C(F)(F)F)N=C(c1ccc(F)cc1)N2	-13	3	2	-2	-1	-17	2.2	8	-1	100
CCN(CC(=O)NC1CCS(=O)(=O)C1)S(=O)(=O)c1c(C)c(C)cc(C)c1C (stereo not drawn)	6	0	-3	-8	1	10	-0.8	0	-11	102
O=C(Nc1ccccc1F)c1ccc(C(=O)c2ccccc2)cc1	10	5	1	0	-1	-10	-3.1	-9	-5	116
COc1cc(CO)c(OC)c([N+](=O)[O-])c1	12	0	11	4	5	-12	-2.2	3	-6	106
Cc1cc(C)n2nc(CC(=O)NC3CCCC(C)C3C)nc2n1 (stereo not drawn)	11	4	1	11	0	-2	-2.0	0	-5	100
COc1ccc(-c2csc(NC(=O)CSCc3c(C)noc3C)n2)c(OC)c1	-8	-1	-23	33	9	-1	1.2	-1	-11	103
COc1ccccc1NC(=O)CSCC(=O)N1c2ccccc2CCc2ccccc21	-1	3	9	7	-3	-7	0.2	3	-16	99
O=C(C1=NN[C@@H]2C(=O)N(c3cccc(C(F)(F)F)c3)C(=O)[C@H]12)c1ccc2ccccc2n1	-1	-1	-4	6	1	-1	0.1	1	-3	99
Cc1onc(-c2ccccc2Cl)c1C(=O)Nc1cccc(-c2nc3ncccn3c2C)c1	3	-4	-24	-1	7	-6	-0.6	2	-6	100
Nc1cc(Cl)ccc1Oc1ccc2ccccc2c1	-42	16*	11	13	8	-7	7.7	-6	-3	99
O=C(NCc1ccc(F)cc1)c1ccccc1OCc1ccccc1	-3	-3	3	-4	2	-15	0.5	-3	-1	96
Cc1ccc(S(=O)(=O)N(C)c2cc(S(=O)(=O)N3CCC(C)CC3)c(C)cc2C)cc1	1	-5	-19	4	8	-3	-0.3	-15	7	104
CCCCCCCCSc1nnc2[nH]c(=O)cc(N)n12	4	6	-7	12	3	11	-0.7	0	-5	105
CC1CCCN(C(=O)C2CCN(S(=O)(=O)c3ccccc3)CC2)C1 (stereo not drawn)	14	-2	-17	36	4	-9	-2.8	-2	0	125
COc1ccc(Nc2nc(NN)nc(C)c2[N+](=O)[O-])cc1	10	-1	32	36	-3	-10	-1.9	4	-13	102
O=C(NCc1ccco1)C1CCN(S(=O)(=O)c2ccccc2C(F)(F)F)CC1	-5	-1	14	2	-6	9	1.3	-1	-2	106
Cc1ccccc1OCC(O)Cn1c(Br)nc2c1c(=O)n(C)c(=O)n2C (stereo not drawn)	-7	-5	12	-1	-4	-2	1.0	3	-1	97

2 entries picked at random from the list so far:
SMILES	MOR-DOR inv ag	V-ATPase pHluor	HTR5A inv ag	Arr AP2 block	HTR5A ag ctr	PKA-R2B act	OPRM1-OPRD1 ag	DAGLB inh	PKA-R1A activ	DSG3 Ab inh
Cc1ccc(S(=O)(=O)N(C)c2cc(S(=O)(=O)N3CCC(C)CC3)c(C)cc2C)cc1	1	-5	-19	4	8	-3	-0.3	-15	7	104
COc1cc(CO)c(OC)c([N+](=O)[O-])c1	12	0	11	4	5	-12	-2.2	3	-6	106

More records
SMILES	MOR-DOR inv ag	V-ATPase pHluor	HTR5A inv ag	Arr AP2 block	HTR5A ag ctr	PKA-R2B act	OPRM1-OPRD1 ag	DAGLB inh	PKA-R1A activ	DSG3 Ab inh
O=C(C1=C[C@H](c2ccccc2)C[C@H](OCc2ccc(CO)cc2)O1)N1CCN(Cc2ccc3c(c2)OCO3)CC1	-10	-3	-3	12	4	-5	1.8	-3	3	108
CCCOc1ccc(OCCN2CCCC(C)C2)cc1 (stereo not drawn)	9	-3	5	8	1	0	-1.5	-3	5	127
Cc1ncc([N+](=O)[O-])n1CCOC(=O)NC(NCc1cccnc1)C(Cl)(Cl)Cl (stereo not drawn)	8	-3	8	-1	-3	4	-1.6	-2	-4	97
O=C(O)c1ccc2c(c1)nnn2C1CCCCC1	12	-6	-13	17	4	-4	-2.1	2	-12	109
COC(=O)C1C(=O)C2=C(CC1C)NC(=O)CC2c1ccccc1 (stereo not drawn)	1	1	6	-4	-3	-2	-0.2	-1	4	94
CCOC(=O)c1c(NC(=O)COC(=O)CCCOc2ccc(OC)cc2)sc(C(=O)NC)c1C	10	-1	-3	1	1	-11	-1.9	-10	-10	118
CC(=O)Nc1ccc(CN2CCCC(CCC(=O)NCc3ccccc3F)C2)cc1 (stereo not drawn)	10	-3	6	14	10	0	-2.0	0	-2	105
[O-]/[N+](=C\c1ccco1)c1ccc(Cl)cc1	16	1	5	-7	-4	-15	-3.0	-1	-10	105
O=C(CSc1nnc(COc2cccc3cccnc23)o1)N1CCCC1	9	-2	-20	7	6	12	-1.8	-2	4	104
COCCCNc1ccc([N+](=O)[O-])cc1C(=O)Nc1cccc(C)n1	8	-1	9	8	-4	-8	-1.6	-3	-2	109
COc1ccc(OC)c(COC(=O)c2cccc(S(=O)(=O)N3CCCCC3)c2)c1	3	1	9	13	0	-14	-0.7	-8	-26	98
COC(=O)c1c(/N=C/N(C)C)sc2c1CCN(c1ncc(C(F)(F)F)cc1Cl)C2	16	-3	16	9	-6	-13	-2.9	-4	-9	98
CCOc1ccccc1NC(=O)C(NCCN(C)C)c1ccccc1 (stereo not drawn)	6	-4	-16	-6	-6	3	-1.1	-1	-1	97
CCCS(=O)(=O)c1nc(S(=O)(=O)c2ccc(C)cc2)c(N2CCCC2)s1	3	-2	5	-14	2	-4	-0.5	-1	-1	96
NC(=S)Nc1ccc(Cl)cc1Cl	5	-1	-2	14	-2	2	-0.9	-1	-1	107
C/C(=N\OC(=O)c1ccc(Br)cc1)c1ccccn1	-8	2	-12	3	-1	4	1.6	-8	9	/
O=C(Cn1nc(C(F)(F)F)c2c1CCCC2)NC1CCCC1	5	2	19	3	3	-4	-1.1	-2	-4	93
Cc1ccc(S(=O)(=O)N(CC2CO2)c2cc(Cl)ccc2Cl)cc1 (stereo not drawn)	0	3	-2	-9	2	1	-0.1	-1	6	/
Cc1c([N+](=O)[O-])c([N+](=O)[O-])nn1CC(=O)N1CCOCC1	0	-3	3	31	-1	-2	-0.1	-2	-12	97
O=C(Nc1ccccc1)c1ccc(Br)o1	8	1	0	12	-1	-4	-1.4	-2	-10	99
CCc1ccc(NC(=S)Nc2cc(C(=O)O)ccc2N2CC3CC(C2)c2cccc(=O)n2C3)cc1 (stereo not drawn)	3	2	-4	11	1	7	-0.5	-1	-6	100
Cc1ccc(CC(=O)NC2CCSC2=O)cc1 (stereo not drawn)	0	-1	-8	18	2	3	0.0	-4	-8	99
CSc1cccc(NC(=S)N2CCCN(Cc3ccc(F)cc3)C2)c1	-9	-2	-15	5	5	-4	1.6	-2	-16	100
NNC(=O)CCN1CCCCC1	8	0	23	-10	-3	-4	-1.6	3	-12	101
Cc1ccc(-n2c([S-])c(C(=O)Nc3ccc(OC(F)F)cc3)[n+]3ccc(C(=O)NCCO)cc23)cc1C	-93	-3	20	-5	-2	-2	19*	2	0	98
CNC(=O)c1cc(S(=O)(=O)N2CC(C)OC(C)C2)ccc1N1CCOCC1 (stereo not drawn)	8	2	23	-7	12	0	-1.4	-1	-10	114
O=C(NCCN1CCOCC1)c1cccc(S(=O)(=O)Nc2cc(Cl)ccc2Cl)c1	16	-2	22	1	3	-8	-3.2	2	4	101
CCOc1ccccc1C(=O)Nc1cc(C(=O)NCCc2ccccc2)ccc1Cl	7	0	-6	6	0	2	-1.5	-3	8	79*
CC(C)(C)NC(=O)CN(Cc1cccs1)C(=O)C1COc2ccccc2O1 (stereo not drawn)	11	1	1	-6	-1	2	-2.3	-2	4	104
COc1ccc(CCn2c(=S)[nH]c3cc(C(=O)N4CCOCC4)ccc3c2=O)cc1OC	-9	-1	2	-17	-2	-19	1.7	3	-3	124
O=C(CSc1ccc(-c2ccco2)nn1)Nc1ccccc1F	1	0	8	0	7	-6	-0.4	0	10	107
COc1ccc(NC(=O)COc2coc(CN3CCc4ccccc43)cc2=O)cc1	-42	-1	-13	-7	4	-7	6.5	1	0	98
COc1ccc(Cl)cc1NC(=O)[C@@]1(CC(=O)O)CC(/C=C/c2ccccc2)=NO1	9	-1	1	-1	0	11	-2.0	3	-4	109
COc1cc(S(=O)(=O)NCCN2CCOCC2)ccc1-n1cnnn1	8	10	32	11	3	5	-1.6	0	-12	100
COc1ccc(C(=O)Nc2cccc(S(C)(=O)=O)c2)cc1OC	14	2	6	8	-3	2	-2.1	0	12	81
CCc1ccc(-c2cc(C(F)(F)F)n3nc(C(=O)Nc4cnn(Cc5ccc(C)cc5)c4)cc3n2)s1	7	-6	-44	3	1	-5	-1.4	1	-1	87
